Screening results: PubChem, National Center for Advancing Translational Sciences (NCATS)
p53ts 39C tox – qHTS Screen for Compounds that Selectively Target Cancer Cells with p53 Mutations: Cytotoxicity of p53ts Cells at the Nonpermissive Temperature. H1299-p53A138V viability at 39C, ATP luminescence, 24 h. Potency, µM (titrated, usually from 46.1 µM), without a hit: top-dose activity change, negative = cell killing, actives largely listed as cytotoxic. actives 1.5% (n = 130,000). AID 902, 2007; further: nearly all actives have a fitted effect of over 55% in size
Peg3 imprint – qHTS Assay for Compounds that Induce Erasure of Genomic Imprints; actives 0.02% (n = 110,000); Potency, µM (top dose mostly 60.7 µM), for inactives: at the highest dose activity change, positive = activation, most hits filed as activators; mouse ES Peg3-LacZ reporter, beta-gal luminescence, 40 h;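 further: 0% = negative control wells on the plate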
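Gelatin-coated wells received 300 freshly trypsinized female ES cells with a Peg3LacZ-Neo reporter on the maternal allele, then incubated 40 hours at 37C. BetaGlo was added for 5 minutes at room temperature before a single luminescence read.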
IkB signaling – IkB Signaling; ABC-DLBCL IkBa-CBG/CBR dual luciferase ratio, 4 h; response scale: scaled: untreated 0%, proteasome inhibitor 100%; actives 0.04% (n = 110,000); Potency, µM (doses to about 57.1 µM), without a hit: at the highest dose IkBa stabilization activation; active means well fitted curve in the direction sought with a large enough effect in the signal ratio, not every such curve was filed as active; inconclusive means small, poorly fitted or top-dose-only effect, or a change in a side signal; the % refers to the signal ratio;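 further: the direction sought is a rising ratio; 0% = basal untreated cells and 100% = reference inhibitor full response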
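Curves were fitted separately to fusion (green), unfused (red) and ratio luminescence, then classed by r2, magnitude and activity. Cells: OCI-Ly3, 4 h compound plus doxycycline at 37C; 10 uM MG-132 defined full response.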
p53ts 32C kill – qHTS Screen for Compounds that Selectively Target Cancer Cells with p53 Mutations: Cytotoxicity of p53ts Cells at the Permissive Temperature | AID 924, 2007 | H1299-p53A138V at 32C, ATP luminescence viability, 24 h | actives 0.93% (n = 130,000) | Potency, µM (top dose mostly 46.1 µM), inactives show at the top dose activity change, negative = cytotoxicity, most hits filed as cytotoxic;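 further: 0% = DMSO and -100% = full killing by reference compound; nearly all actives have a fitted effect of over 55% in size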
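ATP-content luminescence (ATPlite) read-out after 24 h compound exposure at 32C in H1299-p53A138V cells (600/well). Tested up to 46 uM. Normalized to DMSO (0%) and 100 uM tamoxifen (100% killing); Hill-fit AC50.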
Numbers without * were called inactive; ? = inconclusive; . = not tested or not shown; [ ] = another dose, or the depositor's remark. Unless noted, the call rests on the fitted dose curve; in most records, active means well fitted curve in the direction sought with a large enough effect; inconclusive means small, poorly fitted or top-dose-only effect, or another doubt; inactive means no such curve, though single readings can be large; an effect the other way counts as inactive or inconclusive. Unless noted, on the % scale 0 is the no-effect control and ±100 the full control effect; potency means the concentration at half of the fitted maximal effect.

SMILES	p53ts 39C tox	Peg3 imprint	IkB signaling	p53ts 32C kill
CC(C)c1ccc(NC(=O)CCS(=O)(=O)c2ccc3c(c2)CC(=O)N3C)cc1	-8%	9%[10.9 µM]	?	-2%
COC(=O)c1cccnc1-n1c(=O)c2cccnc2n(CC(=O)Nc2ccc(C)cc2C)c1=O	7%	-8%[10.9 µM]	2.2%	3%
CCOc1ccc(C2C(C#N)=C(N)Oc3cc(C)n(Cc4ccco4)c(=O)c32)cc1OC (stereo not drawn)	-4%	-3%	2.0%	6%
C#CCCCCCCCCCCCC(=O)CC(O)COC(C)=O (stereo not drawn)	4%	-18%	.	1%
O=C(COc1ccc(Cl)cc1)Nc1ccc(C(=O)OCc2cc(=O)n3ccsc3n2)cc1	-17%	-20%[10.9 µM]	?	-5%
COc1cc(C2NC(=O)NC(C)=C2C(=O)OC(C)(C)C)ccc1OCC(N)=O (stereo not drawn)	0%	-5%	-1.0%	5%
CSCCC(NS(=O)(=O)c1cccs1)C(=O)Nc1ccc(C)c(Cl)c1 (stereo not drawn)	-20%	3%[10.9 µM]	?	12%
CCCOc1ccc(C(=O)Nc2cc(-c3nc4ccccc4[nH]3)ccc2C)cc1	4%	-6%[10.9 µM]	0.9%	13%
c1nnc(NC2=NCCCCC2)s1	-8%	-14%	0.5%	-4%
O=C(Nc1ccc(Cl)cc1)c1cnn2c1NC(c1ccccc1)=CC2c1ccccc1 (stereo not drawn)	?	-8%[10.9 µM]	?	38%[activator]
CCN1CCCC1CNC(=O)c1ccccc1Cl (stereo not drawn)	23%	.	.	-4%
Cc1cc(C)c2cc3c(ccn3C3OC[C@H](O)[C@H](O)[C@H]3O)cc2n1 (stereo partly drawn)	5%	1%	1.0%	10%
Nc1ccc(O)cc1C(=O)OCC(=O)C12CC3CC(CC(C3)C1)C2	-5%	-17%	2.7%	3%
COc1cc([C@@H]2Nc3c(F)cccc3[C@@H]3C=CC[C@@H]32)cc(Br)c1OC	-16%	-6%[10.9 µM]	2.5%	8%
CC1CCN(S(=O)(=O)c2ccc3c(c2)N(CC(=O)NCCCN2CCCCC2C)C(=O)CS3)CC1 (stereo not drawn)	-23%	-20%[10.9 µM]	-0.9%	-3%

Arranged by value in Peg3 imprint (ascending): four of the compounds above.
molecule | Peg3 imprint | IkB signaling
C#CCCCCCCCCCCCC(=O)CC(O)COC(C)=O (stereo not drawn) | -18% | .
Nc1ccc(O)cc1C(=O)OCC(=O)C12CC3CC(CC(C3)C1)C2 | -17% | 2.7%
COc1cc(C2NC(=O)NC(C)=C2C(=O)OC(C)(C)C)ccc1OCC(N)=O (stereo not drawn) | -5% | -1.0%
CCOc1ccc(C2C(C#N)=C(N)Oc3cc(C)n(Cc4ccco4)c(=O)c32)cc1OC (stereo not drawn) | -3% | 2.0%

Going on with the list:
SMILES	p53ts 39C tox	Peg3 imprint	IkB signaling	p53ts 32C kill
COc1ccc(NC(=O)Cn2ncc3c4ccccc4n(Cc4ccccc4)c3c2=O)cc1OC	-4%	14%[10.9 µM]	-1.0%	5%
Cc1ccc(F)cc1NC(=O)C1CCN(c2cnccn2)CC1	14%	11%	-0.3%	3%
Cc1nn(C)cc1CN(C)C(=O)c1cc2nc(-c3ccco3)cc(C(F)(F)F)n2n1	8%	-12%	-0.9%	4%
COCCCNCCOc1cc(C(C)C)ccc1C	-5%	-33%[inhibitor]	2.2%	-4%
COc1cccc(Nc2cc(C)nc3ccccc23)c1	-16%	.	1.0%	-12%
CC(=O)Oc1ccc(-c2ccc(C(=O)O)cc2)cc1	-9%	-45%[inhibitor]	?	-9%
Cc1ccc(Cl)cc1N1CCN(C(=O)c2cc3c(=O)n(C)c4ccccc4c3n2C)CC1	-13%	?	2.9%	-15%
COc1ccccc1Cc1nc2ccccc2nc1SCC(=O)N1CCCCC1	28%	-10%[10.9 µM]	0.2%	21%
COC(=O)CCCCCNc1ccc(C(=O)OC)cc1N	-15%	17%	?	-22%
CC(NC(=O)c1cccs1)c1ccc2c(c1)OCO2 (stereo not drawn)	13%	-12%	-0.6%	6%
CCCn1c(-c2ccc(F)cc2)nc2c(NCC(C)(C)CN(C)C)nc(C)nc21	-5%	1%	.	1%
CCOc1ccc(S(=O)(=O)N(CC(=O)Nc2ccc3c(c2)OCO3)c2ccccc2)cc1	0%	-12%[10.9 µM]	15%	-6%
COc1cc2c(c(OC)c1)C(c1cccc(F)c1F)CC(=O)N2 (stereo not drawn)	-9%	-9%[10.9 µM]	1.3%	14%
O=C(Nc1ccccc1Cl)N1CCN(c2ccc3nnc(-c4ccc(F)cc4)n3n2)CC1	4%	.	.	15%
CC1CCCN(c2c(S(=O)(=O)c3ccccc3)cnc3ccc(Cl)cc23)C1 (stereo not drawn)	9%	-3%[10.9 µM]	2.6%	-3%
CCN(CC)S(=O)(=O)c1ccc(C(=O)N2CCN=C2SC)cc1	2%	-2%	-1.8%	4%
CCOc1ccc(NC(=O)C2CC(=O)N(c3ccc(C(C)C)cc3)C2)cc1 (stereo not drawn)	10%	11%[10.9 µM]	2.8%	0%
Cc1ccc(C)c(NC(=O)CN2CCN(C3CCCCC3)C(=O)C2=O)c1	-15%	-9%[10.9 µM]	0.8%	-5%
Cc1csc(NC(=O)C2CCCN(S(=O)(=O)c3cnc[nH]3)C2)n1 (stereo not drawn)	-14%	-2%	-2.3%	3%
CCS(=O)(=O)c1nc(S(=O)(=O)c2ccc(C)cc2)c(NCCCOC)s1	-1%	11%[10.9 µM]	?	18%
CC(C)c1ccc(Cn2c(COc3ccccc3)nc3ccccc32)cc1	-19%	-16%[10.9 µM]	?	1%
CC(C)C(NC(=O)CNC(=O)OC(C)(C)C)C(=O)NCc1ccccc1 (stereo not drawn)	-1%	-10%	0.7%	-5%
COc1ccc(C2/C(=C(\O)c3ccc4c(c3)OCCO4)C(=O)C(=O)N2Cc2ccco2)c(OC)c1 (stereo not drawn)	2%	.	.	-10%
CCOC(=O)c1ccc(NC(=O)CSc2c(C(C)C)cnc3c2c(=O)n(C)c(=O)n3C)cc1	-15%	12%[10.9 µM]	?	-2%
CCOC(=O)c1c(C)[nH]c(C)c1S(=O)(=O)N1CCCC(C(=O)N2CCN(c3cc(C)ccc3C)CC2)C1 (stereo not drawn)	1%	0%[10.9 µM]	?	17%
O=S(=O)(NCC(c1ccco1)S(=O)(=O)c1ccccc1)c1ccccc1 (stereo not drawn)	14%	-2%[10.9 µM]	3.9%	5%
O=c1c2ccccc2c(C=Nc2ccc(Cl)cn2)c(O)n1-c1cc(Cl)ccc1N1CCOCC1	3%	-1%	1.1%	17%
Oc1ccccc1-c1nc(/C=C/c2ccccc2Cl)nn1-c1ccccc1	-18%	-7%[10.9 µM]	?	-18%
CCC(=O)Nc1cc(C(=O)NCC2CCCN2CC)c(OC)cc1N(C)C (stereo not drawn)	12%	3%	-1.1%	8%
CC(C)COC(=O)Cc1c(O)c2ccccc2[nH]c1=O	-7%	-1%	-0.5%	-8%
COc1cc(S(=O)(=O)NCCc2c(C)[nH]c3ccc(C)cc23)ccc1Br	-13%	-13%[10.9 µM]	?	-3%
O=C(/C=C/N1CCOCC1)c1coc2ccccc12	?	.	.	16µM*
CC(C)c1nc2ccc(C(=O)NCc3ccc(N(C)C)cc3)cc2o1	-24%	-8%[10.9 µM]	0.2%	-15%
CCc1c(C)sc(NC(=O)c2cc(C)on2)c1C#N	?	-19%	-1.9%	?
Cc1ccc(C)c(S(=O)(=O)c2nnn3c2nc(Nc2ccc(C)c(C)c2)c2ccccc23)c1	6%	-3%[10.9 µM]	-0.6%	-2%
c1ccc(-c2cc3c(-n4cccc4)ncnc3o2)cc1	3%	-15%	?	3%
O=C(NCc1ccccc1Br)c1ccc2c(c1)nc1n2CCOC1	16%	-10%[10.9 µM]	-3.0%	-8%
Cc1ccc(NC(=O)c2ccco2)cc1NC(=O)CSc1nnc(-c2cccs2)n1C	10%	-8%	?	-5%
c1ccc2c(c1)ncc1nncn12	11%	-9%[10.9 µM]	2.8%	15%
CCc1nnc(NC(=O)CSc2nnc(Cc3ccc(OC)cc3)o2)s1	-6%	-9%	1.8%	-6%
Cn1c(SCC(=O)N2CCOCC2)nnc1-c1cccc(NC(=O)c2ccccc2)c1	7%	-3%	1.0%	12%
O=C(Nc1ccccc1Cl)c1ccc(F)c(S(=O)(=O)NCc2ccc(Cl)c(Cl)c2)c1	-19%	-7%[10.9 µM]	?	3%
NNc1nc(NCc2ccccc2)nc(N2CCOCC2)n1	19%	.	.	13%
O=C1c2ccccc2-c2ncnc3cccc1c23	9%	2%	-0.5%	-6%
COc1ccc(S(=O)(=O)NCCSCc2cccs2)cc1	-5%	20%	?	3%
COc1cccc(CNC(=O)C(=O)NCC(c2ccc3c(c2)OCO3)N2CCOCC2)c1 (stereo not drawn)	-12%	9%[10.9 µM]	1.5%	8%
Cc1ccc(S(=O)(=O)n2nc(-c3ccc(Cl)cc3)nc2NCc2ccc(F)cc2)cc1	-5%	-2%[10.9 µM]	0.3%	4%
O=C(O)[C@@H](Cc1c[nH]c2ccccc12)C(=O)NO	-11%[9.22 µM]	-13%[10.9 µM]	0.9%[11.4 µM]	-5%[9.22 µM]
COc1ccccc1-c1noc(-c2ccc(N3CCC(C)CC3)c([N+](=O)[O-])c2)n1	-8%	-11%[10.9 µM]	?	-7%
Nc1nc2ccccc2[nH]1	-1%	-17%	3.7%	7%[1.84 µM]
CCC(C)NS(=O)(=O)c1ccc(OCC(=O)NCc2ccc3c(c2)OCO3)cc1 (stereo not drawn)	9%	3%	3.6%	3%
COc1ccc(C(=O)NCc2cn3cccc(C)c3n2)cc1OC	-6%	-12%	4.3%	5%
Fc1ccc(-n2ncc3c(Nc4ccc5c(c4)OCCO5)ncnc32)cc1	-9%	-23%[10.9 µM]	2.0%	-10%
O=C(c1ccc2nc(N3CCCCC3)sc2c1)N1CCN(Cc2ccc3c(c2)OCO3)CC1	2%	-31%[inhibitor]	6.1%	11%
CN(C)C=NC(=O)c1cc2c(n(-c3ccccc3)c1=O)CC(C)(C)CC2=O	3%	-18%[10.9 µM]	0.3%	-2%
CCOC(=O)c1ccc(N2C(=O)c3[nH]nc(-c4ccccc4)c3C2c2ccc(CC)cc2)cc1 (stereo not drawn)	?	-10%[10.9 µM]	?	?
CCN1CCCC1CNC(=O)c1ccc(Cc2nc3ccccc3[nH]2)cc1 (stereo not drawn)	-4%	.	.	6%
Cc1ccc(-n2c(SCC(=O)NC3CCCCC3)nc3c(c2=O)SCC3)cc1	25%	-33%[inhibitor]	-1.9%	-3%
O=C(c1ccccc1)c1cc[n+]([O-])cc1	10%	.	.	7%
O=C(O)CC(Cn1cnnn1)c1ccccc1 (stereo not drawn)	14%	16%	0.8%	1%

Part of the list above, set out differently:
O=C(O)[C@@H](Cc1c[nH]c2ccccc12)C(=O)NO
  p53ts 39C tox: -11%[9.22 µM]	Peg3 imprint: -13%[10.9 µM]	IkB signaling: 0.9%[11.4 µM]	p53ts 32C kill: -5%[9.22 µM]

COc1ccc(C(=O)NCc2cn3cccc(C)c3n2)cc1OC
  p53ts 39C tox: -6%	Peg3 imprint: -12%	IkB signaling: 4.3%	p53ts 32C kill: 5%

O=C(c1ccccc1)c1cc[n+]([O-])cc1
  p53ts 39C tox: 10%	Peg3 imprint: .	IkB signaling: .	p53ts 32C kill: 7%

O=C(O)CC(Cn1cnnn1)c1ccccc1 (stereo not drawn)
  p53ts 39C tox: 14%	Peg3 imprint: 16%	IkB signaling: 0.8%	p53ts 32C kill: 1%

The results go on:
SMILES	p53ts 39C tox	Peg3 imprint	IkB signaling	p53ts 32C kill
CC(=O)N1CCCc2ccc(NS(=O)(=O)c3ccc(F)cc3F)cc21	-21%	-13%[10.9 µM]	?	-18%
C=CCN(C(=O)Cn1c(C(=O)OC)cc2oc(C)cc21)c1ccccc1	10%	-12%	3.6%	9%
O=C(NCC(c1ccc2c(c1)OCO2)N1CCOCC1)C(=O)Nc1ccccc1 (stereo not drawn)	-3%	-2%[10.9 µM]	?	3%
COc1ccc(-n2c(SCC(=O)N3CCc4ccccc43)nc3c([nH]c4ccccc43)c2=O)cc1	-18%	-6%[10.9 µM]	-0.6%	-5%
O=C(CSc1ncnc2c1oc1ccccc12)NCc1ccco1	9%	-7%	-4.3%	7%
